Screening results: PubChem BioAssay, Southern Research Specialized Biocontainment Screening Center
Salmonella PhoP GFP = PhoP regulon inhibitors, Salmonella typhi PhoP promoter GFP reporter, confirmatory (AID 1850); inhibition, % at 50 µM, or IC50 in µM where a hit was titrated; Salmonella Typhi PhoP-promoter GFP reporter, fluorescence, 4 h; higher % means a stronger effect; 0.33% of 310,000 active; in the data active = a potency from the dose series; inconclusive = inhibition mostly from about 25% at the one dose, without a potency; inactive = the rest, 99 in 100 with inhibition below about 19%;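 note: 0% = induced wells with vehicle and 100% = uninduced wells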
H37Rv inhibition = M. tuberculosis growth inhibition, HTS (AID 449762). one-dose inhibition, % at 25 µM; IC50 in µM for titrated hits. 0.59% of 330,000 active. M. tuberculosis H37Rv growth inhibition, 7H9 media; higher % means a stronger effect; in the data active = a potency from the dose series; inconclusive = inhibition above about 70% without an active follow-up result;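 note: bacterial growth assessed after seven days of incubation; strong numbers were not always called active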
inhibitors of VEEV = inhibitors of VEEV TC-83 cytopathic effect, confirmation, Vero cells (AID 588727); Vero cells, VEEV TC-83 cytopathic effect inhibition; higher % means a stronger effect; inhibition, % at 20 µM; hits with a dose series show IC50 in µM; 0.13% of 350,000 active; in the data active = a potency from the dose series; inconclusive = inhibition mostly from about 14% at the one dose, without a potency; inactive = the rest, 99 in 100 with inhibition below about 12%; note: strong numbers were not always called active
H1N1 NS1A inhibition = NS1A inhibition, H1N1 influenza, cell based functional assay (AID 504329) | NS1A functional cell-based assay, percent inhibition; higher % means a stronger effect | 0.3% of 340,000 active | inhibition, % at 12.5 µM, or IC50 in µM where a hit was titrated; in the data active = a potency from the dose series; inconclusive = inhibition above about 27% without an active follow-up result; note: strong numbers were not always called active
tuberculosis growth = growth inhibition of non-replicating M. tuberculosis (AID 488890); Mycobacterium tuberculosis non-replicating, growth inhibition; higher % means a stronger effect; inhibition, % at 25 µM, or IC50 in µM where a hit was titrated; 0.39% of 320,000 active; in the data active = a potency from the dose series; inconclusive = inhibition mostly from about 82% at the one dose, without a potency; inactive = the rest, 99 in 100 with inhibition below about 76%;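 note: plate controls were DMSO cells for no effect and high antibiotic wells for full effect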
inhibitors of VEEV 10K pilot screen = recorded beside inhibitors of VEEV, whose call it bears; inhibition, %; measured here: 10K pilot screen inhibition
* marks the source's active call; other numbers are inactive results; i = inactive; ? = inconclusive; . = not tested or not shown.

SMILES | Salmonella PhoP GFP | H37Rv inhibition | inhibitors of VEEV | H1N1 NS1A inhibition | tuberculosis growth | others
O=C(Nc1ccccc1C(=O)N1CCCCC1)c1cccc(S(=O)(=O)N2CCOCC2)c1 | 16% | -1% | i | -10% | -10%
CC(=O)c1cc(C(C)=O)c(C)[n+](C)c1C | -4% | -5% | i | -13% | -2%
Cc1nc2scc(-c3cccs3)c2c(=O)[nH]1 | 4% | 5% | 3.6% | 4% | 7% | inhibitors of VEEV 10K pilot screen=1.4
COc1ccc(-n2ccnc2SCC(=O)NCc2ccc3c(c2)OCO3)cc1 | -3% | 1% | 7.0% | -8% | 9%
Cc1cc(C(=O)N(NC(=O)C(C)C)c2ccccc2)cs1 | 10% | -5% | i | -15% | -11%
O=C(Nc1nnc(-c2ccc3c(c2)CCCC3)o1)c1c(F)cccc1F | 14% | ? | 1.9% | -8% | 3.1µM*
Cc1cc(C)cc(NC(=O)N2CCCN(c3c(Cl)cncc3Cl)CC2)c1 | -22% | 5% | 1.2% | 0% | -8%
COc1cc(OC)cc(-c2nc(-c3ccccc3OC)no2)c1 | 6% | 7% | 6.4% | 1% | -10%
C/C(=N\NC(=O)c1ccc(Cn2cc(Br)cn2)o1)c1cccc(NC(=O)C(C)C)c1 | 1% | -8% | 8.2% | -1% | 10%
Cc1cccc(NC(=O)CCNS(=O)(=O)c2cc(Br)cnc2N)c1C | -8% | 1% | 2.0% | 10% | 2%
CCN(CC(=O)NCc1cccs1)C(=O)c1ccc(NS(=O)(=O)c2ccc(F)cc2)cc1 | 9% | -2% | 3.8% | -3% | 19%
CNC(=S)N(C1=NCC(c2ccc([N+](=O)[O-])cc2)S1)c1ccccc1 (centres undefined) | -10% | 4% | 1.6% | 1% | 4%

The list goes on; the last two above are carried over.
SMILES | Salmonella PhoP GFP | H37Rv inhibition | inhibitors of VEEV | H1N1 NS1A inhibition | tuberculosis growth | others
CCN(CC(=O)NCc1cccs1)C(=O)c1ccc(NS(=O)(=O)c2ccc(F)cc2)cc1 | 9% | -2% | 3.8% | -3% | 19%
CNC(=S)N(C1=NCC(c2ccc([N+](=O)[O-])cc2)S1)c1ccccc1 (centres undefined) | -10% | 4% | 1.6% | 1% | 4%
CC(NC(=O)OC(C)(C)C)C(=O)N1CCCC1C(=O)NC(Cc1ccccc1)C(N)=O (centres undefined) | -2% | -6% | 1.4% | -4% | -12%
COc1ccc(S(=O)(=O)NCC2CCCN(CC(C)(C)C)C2)cc1 (centres undefined) | 3% | -2% | 0.4% | 6% | 6%
COc1ccc(Cc2nnc(N/N=C/c3ccccc3O)[nH]c2=O)cc1OC | -7% | ? | 8.5% | 1.4µM* | -29%
O=C(Nc1ccc(Cl)cc1Cl)C1=Cc2ccccc2OC1 | 5% | 44% | 0.3% | -16% | 35%
Cc1ccc(Cn2c(C)c3cnn(CC(=O)N4CCC5(CC4)OCCO5)c(=O)c3c2C)cc1 | 0% | 9% | i | -13% | 0%
CCOc1cc(NC(=O)c2ccco2)c(OCC)cc1NC(=O)CCC(=O)NCc1cccnc1 | -2% | -5% | 12% | -3% | 5%
CCOC(=O)C(C(=O)OCC)C(CC(=O)C1CC1)c1ccccc1 (centres undefined) | -10% | -9% | 0.4% | -6% | 2%
Cc1cccc(OCCNC(=O)c2ccc(Oc3ccc(C(F)(F)F)cc3[N+](=O)[O-])cc2)c1 | 4% | 4% | 7.1% | 6% | 6%
CCN(c1ccccc1)S(=O)(=O)c1ccc(N2CCN(c3ccccc3O)CC2)nc1 | . | 0% | 6.8% | -5% | 17%
COC(=O)Nc1ccc2c(c1)ncn2C1CCCCC1 | 5% | -7% | 2.2% | -10% | 7%
O=C(CCCC(=O)N(CC(=O)NC1CCCC1)Cc1ccc(F)cc1)Nc1ccccn1 | 5% | -8% | i | 1% | 12%
O=C(C(=O)c1cc(Br)ccc1O)c1cc(Br)ccc1O | . | . | 8.0% | 2% | .

Sorted by molar mass (lowest first): some entries from above
SMILES | Salmonella PhoP GFP | H37Rv inhibition | inhibitors of VEEV | H1N1 NS1A inhibition | tuberculosis growth | others
Cc1cc(C)cc(NC(=O)N2CCCN(c3c(Cl)cncc3Cl)CC2)c1 | -22% | 5% | 1.2% | 0% | -8%
Cc1cccc(NC(=O)CCNS(=O)(=O)c2cc(Br)cnc2N)c1C | -8% | 1% | 2.0% | 10% | 2%
CCN(CC(=O)NCc1cccs1)C(=O)c1ccc(NS(=O)(=O)c2ccc(F)cc2)cc1 | 9% | -2% | 3.8% | -3% | 19%

The list goes on.
SMILES | Salmonella PhoP GFP | H37Rv inhibition | inhibitors of VEEV | H1N1 NS1A inhibition | tuberculosis growth | others
CC(C)(C)C1CCC2(CC1)NC(=S)N(c1ccccc1)N2 (centres undefined) | -2% | ? | 1.6% | 17% | 22%
CC(=O)OCC1=C(C(=O)O)N2C(=O)[C@@H](NC(=O)Cc3ccccc3)[C@H]2SC1 | . | . | 2.3% | -5% | .
CC(=O)c1c(N2CCN(c3ccccc3)CC2)nc(=S)n(-c2ccccc2)c1C | -3% | 40% | 1.8% | 24% | 48%
CC(C)N(Cc1ccccc1)S(=O)(=O)c1ccc(F)cc1 | 5% | 0% | 0.8% | -9% | 32%
Cc1cc(C)cc(OCC(=O)OC/C(O)=C(\C#N)c2nc3ccccc3[nH]2)c1 | 0% | 13% | 8.1% | -3% | -2%
N#C/C(=C/c1ccc(N2CCOCC2)c([N+](=O)[O-])c1)C(N)=O | 2% | 0% | 1.4% | 3% | -4%
Cc1ccc(C(CC(=O)c2ccc(Cl)cc2)C(=O)O)cc1 (centres undefined) | -6% | 7% | 0.4% | -2% | 11%
Cc1cc(=O)n(-c2ccccc2Cl)[nH]1 | 8% | 4% | 0.8% | 4% | -5%
O=C(NCc1ccco1)C(=O)c1cn(CC(=O)N2CCCC2)c2ccccc12 | 1% | -4% | i | -2% | 4%
COc1ccc(N(CC(=O)NCCSCc2ccc(Cl)cc2)S(C)(=O)=O)cc1Cl | -3% | 3% | 1.0% | -4% | -3%
O=C(Cn1c(-c2ccccc2)noc1=O)N1CCC(Cc2ccccc2)CC1 | 4% | -5% | 0.4% | -1% | 17%
CCOc1ccc(NC(=O)COc2ccc(C(=O)NCC3CCCO3)cc2OC)cc1 (centres undefined) | . | -1% | 5.5% | -8% | 19%
Cc1ccc2nc(-c3ccc(NS(=O)(=O)c4ccccc4)cc3)sc2c1 | 2% | -2% | 1.3% | -3% | -11%
CC(=O)OCCN1C(=O)c2ccc(-c3nc4ccccc4c(=O)o3)cc2C1=O | 5% | 9% | i | -1% | 76%
O=S(=O)(c1cccs1)N1CCN(c2ccnc3cc(Cl)ccc23)CC1 | 10% | 4% | >25µM* | . | 38%
CC1CC(C)CN(C(=O)C(Cc2ccccc2)n2cccc2)C1 (centres undefined) | -11% | 7% | i | 5% | 13%
Cc1ccc(/C=C2\C(=N)N3N=C(CC(=O)N4CCOCC4)SC3=NC2=O)o1 | 4% | 2% | i | -6% | -3%
COc1cccc(-c2nnc(SCC(=O)NC3CCS(=O)(=O)C3)n2C)c1 (centres undefined) | . | 7% | 0.8% | -14% | 8%
O=C(CN1CCCCC1CO)c1ccc(OC(F)F)cc1 (centres undefined) | 13% | -2% | i | -11% | -7%
CCCCN(C(=S)Nc1ccccc1)C1CCS(=O)(=O)C1 (centres undefined) | 4% | -2% | i | -1% | -9%
CCc1ccc(CNC(=O)CCc2nnc(CCc3ccc(OC)cc3)o2)nc1 | -1% | 1% | 0.2% | 0% | 14%
COn1c(=O)c(=O)n(OC)c2ccccc21 | 6% | -8% | 1.0% | 3% | -3%
CCOc1ccc2nc(NS(C)(=O)=O)sc2c1 | -4% | 48% | 7.9% | 0% | 2%
O=c1c2ccccc2n(Cc2cccc(F)c2)c(=O)n1C1CCCC1 | -10% | 14% | 7.4% | 10% | 8%
O=C(CCc1ccc(S(=O)(=O)N2CCOCC2)cc1)Nc1ccc(N2CCOCC2)cc1 | 0% | -7% | 1.4% | 2% | -4%
COc1cccc(C(=O)COC(=O)C2CC3CCCC(C2)C3=O)c1 (centres undefined) | -4% | 0% | 2.0% | -4% | -8%
Cc1ccc(NS(=O)(=O)c2c(C(=O)N3CCCCCC3)c(C)n(C)c2C)c(Cl)c1 | 7% | -2% | 0.8% | 2% | 6%
COc1cc(OC)c(-c2nnc3n(CCc4ccccc4)c(=O)c4ccccc4n23)cc1OC | -11% | 3% | . | . | -2%
CCC(C(=O)N1CCc2cc(OC)c(OC)cc2C1)c1ccccc1 (centres undefined) | 3% | -3% | 1.1% | 7% | 8% | inhibitors of VEEV 10K pilot screen=1.2
O=C(CCCN1C(=O)/C(=C/c2ccccc2Cl)SC1=S)NNC(=O)c1ccccc1Cl | 2% | -27% | 3.5% | -1% | -14%
O=C(Nc1ccc2cn[nH]c2c1)c1ccc(S(=O)(=O)N2CCOCC2)cc1 | -7% | -5% | 1.0% | -9% | -4%
Cc1ccc(-c2nn3c(C)nnc3s2)cc1NC(=O)c1ccc(-c2ccc(Cl)cc2Cl)o1 | -8% | -3% | 6.4% | 20% | -7%
O=C(COC(=O)CCc1c[nH]c2ccccc12)NC(c1ccccc1)c1ccccc1 | 6% | 6% | 0.1% | 0% | -12%
CCn1ccnc1CC1COc2ccccc2O1 (centres undefined) | 9% | -8% | 0.9% | -9% | -2%
CCOC(=O)C(=CNc1ccc(-c2ccco2)c(Cl)c1)C(=O)OCC | 4% | 70% | 1.3% | -1% | 16%
Clc1ccc(-c2cc(-c3ccccc3)on2)cc1 | -7% | -7% | i | 12% | 69%

4 compounds drawn at random from those above, as already listed:
SMILES | Salmonella PhoP GFP | H37Rv inhibition | inhibitors of VEEV | H1N1 NS1A inhibition | tuberculosis growth | others
COc1cc(OC)c(-c2nnc3n(CCc4ccccc4)c(=O)c4ccccc4n23)cc1OC | -11% | 3% | . | . | -2%
CCOC(=O)C(=CNc1ccc(-c2ccco2)c(Cl)c1)C(=O)OCC | 4% | 70% | 1.3% | -1% | 16%
O=C(COC(=O)CCc1c[nH]c2ccccc12)NC(c1ccccc1)c1ccccc1 | 6% | 6% | 0.1% | 0% | -12%
O=C(Nc1ccc2cn[nH]c2c1)c1ccc(S(=O)(=O)N2CCOCC2)cc1 | -7% | -5% | 1.0% | -9% | -4%

More compounds.
SMILES | Salmonella PhoP GFP | H37Rv inhibition | inhibitors of VEEV | H1N1 NS1A inhibition | tuberculosis growth | others
Cc1cc(C)c(NC(=O)C(C)OC(=O)c2cc(Br)c(Br)s2)c(C)c1 (centres undefined) | -7% | -1% | i | -14% | -20%
Cc1ccc2cc(CN(C(=O)c3ccco3)c3ccccc3)c(=O)[nH]c2c1 | 0% | 2% | 2.1% | 3% | 11%
COc1cc(NC(=O)c2ccc(F)cc2)c(OC)cc1NC(=O)CN1CCCCC1 | 6% | 20% | 1.5% | -1% | 34%
CCn1cc(/C=C/C(=O)Nc2ccn(Cc3c(F)c(F)c(F)c(F)c3F)n2)cn1 | 7% | 1% | 9.6% | 3% | 8%
CN1CCN(Cc2c(O)c(Cl)cc3c(-c4ccccc4)cc(=O)oc23)CC1 | -3% | 1% | 2.3% | 0% | 0%
CC(Sc1nnc(-c2ccncc2)n1C)C(=O)Nc1ccc(N2CCOCC2)cc1 (centres undefined) | . | -12% | 0.4% | 7% | 1%
COc1ccc(NC2=Nc3cccc4cccc2c34)cc1 | 0% | 70% | 2.9% | 6% | ?
COc1ccc(C2(O)CCN(C(=O)c3c(F)cccc3F)CC2)cc1 | -6% | -3% | i | 5% | 3%
C[C@H]1CN([C@@H](C)CO)C(=O)Cc2cc(NS(C)(=O)=O)ccc2O[C@@H]1CN(C)Cc1ccc(Cl)c(Cl)c1 | . | 5% | 1.9% | 2% | 24%
C=CCn1cc(C(=O)c2cc(Br)ccc2O)cc(C#N)c1=O | -7% | 7% | 0.9% | -5% | 29%
CCCCN(C(C)=O)c1ccc2c(c1)C1CC2CCN1C(=O)OCc1ccccc1 (centres undefined) | . | . | 1.3% | -14% | .
Cc1cc(N2C(=O)CC(Cc3ccc(Cl)cc3)C2=O)no1 (centres undefined) | 23% | -8% | i | -19% | 15%
COc1ccc(NC(=O)Nc2cccs2)cc1Cl | -5% | -1% | 0.1% | 15% | 41% | inhibitors of VEEV 10K pilot screen=0.5
Cc1ccc(/C=C(\CCC(=O)O)c2nc3ccccc3s2)cc1[N+](=O)[O-] | 10% | -6% | i | 0% | 46%
